Lipid storage S3 – qHTS Assay for Lipid Storage Modulators in Drosophila S3 Cells. Drosophila S3 cells, BODIPY lipid droplet fluorescence, 18-24 h; cells fed with added oleic acid. lipid storage change, negative = inhibition, % at the top dose, mostly 46.1 µM; hits show Potency in µM. actives 0.64% (n = 320,000); active means well fitted inhibition curve with a large enough effect in the signal ratio, with a control signal flat, not every such curve was filed as active; inconclusive means small, poorly fitted or top-dose-only effect, or effect the other way, or a change in a side signal; the % refers to the signal ratio
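Drosophila S3 cells got compounds at several concentrations plus oleic acid (400 uM solution). Laser-scanning cytometry with 488 nm excitation read lipid droplets at 500-530 nm and cells at 575-640 nm. Percent activity was relative to 20 uM Triacsin C.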
Lipid storage S3 cell count max – second read-out of Lipid storage S3, no call of its own (marks repeat the call); cell number change, %; measured here: cell count max response;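 cells counted by Cell Tracker Red CMTPX staining in the red channel; peak over a dose series mostly up to 46.1 µM; percent activity relative to internal control wells on each plate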
An asterisk follows results filed as active; i = inactive; ? = inconclusive; . = not tested or not shown; [ ] = remark or other dose. On the % scale 0 is the no-effect control and ±100 the full control effect; potency means the concentration at half of the fitted maximal effect.

The first three entries as a preview:
Every second line gives: Lipid storage S3, Lipid storage S3 cell count max
CCOc1ccc(S(=O)(=O)N(CC(=O)N2CCc3ccccc32)Cc2ccco2)cc1
 : ?, .
Cc1ccc(S(=O)(=O)N2CCC(=O)N(CCOCc3ccc(F)cc3)CC2)cc1
 : 17.8%, 0.6
Cc1ccc(/C=C2/C(=O)c3ccc(C(=O)O)cc3C2=O)o1
 : -5.5%, -1.1

This part in full, from the start:
Every second line gives: Lipid storage S3, Lipid storage S3 cell count max
CCOc1ccc(S(=O)(=O)N(CC(=O)N2CCc3ccccc32)Cc2ccco2)cc1
 : ?, .
Cc1ccc(S(=O)(=O)N2CCC(=O)N(CCOCc3ccc(F)cc3)CC2)cc1
 : 17.8%, 0.6
Cc1ccc(/C=C2/C(=O)c3ccc(C(=O)O)cc3C2=O)o1
 : -5.5%, -1.1
C/C(=N\NC(=O)C(O)c1ccccc1)c1ccc(Cl)cc1 (stereo not drawn)
 : ?, .
CCOC(=O)c1cnn(-c2ncnc3c2cnn3C)c1N
 : -20.6%, 7.6
CC(=O)Nc1ccc(S(=O)(=O)NCC2CCC(C(=O)NCCCN(C)Cc3ccccc3)CC2)cc1 (stereo not drawn)
 : ?, .
Cc1ccc(S(=O)(=O)Nc2nc3ccccc3nc2NCc2ccco2)cc1C
 : ?, .
COc1cc(NC(=S)NCCCO)c(OC)cc1Cl
 : ?, .
COC(=O)c1ccccc1NC(=O)c1ccc2c(c1)OCCO2
 : ?, .
COc1ccc(CNS(=O)(=O)c2ccc3c(c2)N(C(C)=O)CCO3)cc1
 : i, .

Single records, from the list above. Order of values: Lipid storage S3 | Lipid storage S3 cell count max
COC(=O)c1ccccc1NC(=O)c1ccc2c(c1)OCCO2 reads ? | .
Cc1ccc(S(=O)(=O)Nc2nc3ccccc3nc2NCc2ccco2)cc1C reads ? | .
COc1cc(NC(=S)NCCCO)c(OC)cc1Cl reads ? | .
C/C(=N\NC(=O)C(O)c1ccccc1)c1ccc(Cl)cc1 (stereo not drawn) reads ? | .
CCOc1ccc(S(=O)(=O)N(CC(=O)N2CCc3ccccc32)Cc2ccco2)cc1 reads ? | .

(next part)
Every second line gives: Lipid storage S3, Lipid storage S3 cell count max
COc1ccc(Cl)cc1NC(=O)Nc1cn(C)nc1C
 : -0.3%, -2.0
CCCN(C(=O)COC(=O)C12CCC(=O)N1c1ccccc1S2)c1c(N)n(Cc2ccccc2)c(=O)[nH]c1=O (stereo not drawn)
 : -20.9%, -7.6
COc1ccccc1N1CCN(C(=O)c2ccc3c(c2)NC(=O)C(CSCc2ccccc2C)N3)CC1 (stereo not drawn)
 : i, -3.5
NC(=O)CSc1ccc(F)cc1
 : ?, .
COc1ccc(-c2cc(C(=O)Nc3ccc(C(N)=O)cc3)c3ccccc3n2)cc1
 : ?, .
CN1CCN(C(=O)/C=C/c2c(F)cccc2Cl)CC1
 : ?, .
CCCNC(=O)c1cn(CC)c2cc(N3CCN(C)CC3)c(F)cc2c1=O
 : i, .
Cc1cc(C)n2nc(C(=O)OCC(=O)Nc3ccc(F)cc3F)nc2n1
 : 6.4%, 11.7
Cc1ccc(C)n1-c1cccc(N)c1
 : ?, .
CC(=O)c1ccc(C(=O)N2CCCC(N3CCN(c4ccc(F)cc4)CC3)C2)s1 (stereo not drawn)
 : i, 5.9
COc1ccccc1NC(=O)NCCCN1CCN(c2cccc(Cl)c2)CC1
 : 13.8%, -8.3
COc1cc(/C=C2\C(=O)N(c3ccc(NC(C)=O)cc3)N=C2c2ccccc2)ccc1O
 : ?, .
CCc1cccc(C)c1NC(=O)COn1nnc2ccc(C(F)(F)F)cc21
 : 3.8%, -0.2
CCc1ccc(NC(=O)CCc2c(C)nn(-c3ccc(N4CCCCC4)nn3)c2C)cc1
 : ?, .
O=C(COc1ccc(Br)cc1)N/N=C1/SCC(=O)N1Cc1ccccc1
 : ?, .
Cc1ccc(O)c(NC(=O)CSc2ccc(Cl)cc2)c1
 : ?, .
CCOC(=O)N1CCC(Nc2c(NCCN3CCN(c4ccccc4F)CC3)c(=O)c2=O)CC1
 : ?, .
Nc1ncccc1OCc1ccc(Cl)c(Cl)c1
 : -2.0%, -13.5
CCOc1ccc(-c2c(C#N)c(N)nc3c2c(=O)n(C)c(=O)n3C)cc1OC
 : ?, .
CS(=O)(=O)c1ccc(Cl)c(C(=O)Nc2ccc3nc(N4CCOCC4)sc3c2)c1
 : ?, .
COc1cc(=O)[nH]c(SC(C)C(=O)Nc2nc3c(s2)CCCC3)n1 (stereo not drawn)
 : i, 8.0
NC(=S)NNC(=O)c1cc(C(F)(F)F)cc(C(F)(F)F)c1
 : 5.6%, -1.4
O=C(CN1C(=O)c2ccccc2S1(=O)=O)c1ccc(F)cc1
 : -1.3%, -2.8
COc1cccc(NC(=S)NCCCN2CCOCC2)c1
 : -12.8%, -6.4
O=C(CCCN=C1NS(=O)(=O)c2ccccc21)OCC(=O)N1CCc2ccccc21
 : -4.6%, -23.1
Cn1cc(Cl)c(C(=O)Nc2cccc(Cl)c2Cl)n1
 : ?, .
COc1ccccc1-c1cc(C(F)(F)F)nc(N2CCOCC2)n1
 : ?, .
CC(CNc1nc2ccc(Cl)cc2n2cnnc12)c1ccccc1 (stereo not drawn)
 : i, .
Cc1ccc(C)c(NC(=O)C2CC3CCC2C3)c1 (stereo not drawn)
 : -0.1%, -2.7
CSc1ccccc1NC(=O)C1=CC(c2cccs2)=NS(=O)(=O)N1C
 : 4.11µM*, -26.8*

(more compounds)
| compound | Lipid storage S3 | Lipid storage S3 cell count max |
| --- | --- | --- |
| COc1ccc(C(=O)Nc2c(C)csc2C(=O)O)cc1 | ? | . |
| COCCn1c(SCc2cccnc2)nnc1-c1c[nH]c2ccccc12 | 9.8% | 16.6 |
| COc1ccc(CN(C)C(=O)c2ccc(NS(=O)(=O)c3ccc(C)c([N+](=O)[O-])c3)cc2)c(OC)c1OC | i | . |
| Cc1ccc(CN(CC(=O)N/N=C/c2ccco2)S(=O)(=O)c2ccc(C)cc2)cc1 | ? | . |
| COc1ccc(Br)cc1CN1CCCC(C(=O)N2CCCCC2)C1 (stereo not drawn) | i | 24.2 |
| Cc1cc(C)c(NC(=O)COC(=O)C2=COCCO2)c(Cl)c1 | 27.9% | . |
| CCC1(c2ccc(C)cc2)NC(=O)N(C(C)C(=O)Nc2ccc(N3CCOCC3)cc2)C1=O (stereo not drawn) | 14.0% | 2.9 |
| CS(=O)(=O)c1ccc(Cl)c(NC(=O)c2cc(S(=O)(=O)N3CCOCC3)ccc2N2CCCC2)c1 | ? | . |
| Cn1nc(C(=O)NCCc2ccc(S(N)(=O)=O)cc2)c2c1-c1ccccc1S(=O)(=O)C2 | ? | . |
| CCCCCN(C(=O)CSc1n[nH]c(-c2ccc(C)cc2)n1)c1c(N)n(CCCC)c(=O)[nH]c1=O | ? | . |
| CCC(=O)N1CN(S(=O)(=O)c2ccc(C)cc2)CC1C (stereo not drawn) | ? | . |
| COc1cccc(C2Nc3ccccc3NC3=C2C(=O)CC(C)(C)C3)c1OC (stereo not drawn) | i | -25.0 |
| O=C1CSc2ccc(S(=O)(=O)NCc3ccccc3)cc2N1 | ? | . |
| CCCOC(=O)c1[nH]c2c(c1C)C(=O)CC(c1cc(OC)c(OC)c(OC)c1)C2 (stereo not drawn) | ? | . |
| Cc1ccc(OCC(=O)OCC(=O)c2c(N)n(C)c(=O)n(C)c2=O)cc1C | i | . |
| O=C(NCCCn1ccnc1)C(=O)NCC1OCCN1S(=O)(=O)c1ccccc1 (stereo not drawn) | 4.2% | 14.2 |
| CSc1nc2ccc(NC(=O)c3ccco3)cc2s1 | -3.8% | -2.2 |
| FC(F)(F)c1cc(-c2ccco2)nc2ncnn12 | ? | . |
| Cc1ccn2c(Nc3ccccc3)c(-c3ccccn3)nc2c1 | ? | . |
| Cc1ccc(CCNC(=O)C2CCCN2S(=O)(=O)c2ccc3c(c2)CCC(=O)N3)cc1 (stereo not drawn) | i | 24.4 |
| COc1cccc(C(=O)C2CCCN(C(=O)c3cccc(C#CC(C)(C)O)c3)C2)c1 (stereo not drawn) | ? | . |
| O=C(NC1(C(F)(F)F)NC(=O)N(CC2CCCCC2)C1=O)c1ccco1 (stereo not drawn) | ? | . |
| COc1ccc(/C=C/C(=O)NC(=S)Nc2ccc(S(=O)(=O)Nc3nccnc3OC)cc2)cc1 | ? | . |
| Cc1cc(NC(=O)Cn2cnc3c(nnn3-c3cccc(F)c3)c2=O)no1 | 8.0% | 18.8 |
| CCOC(=O)c1c(NC(=O)CNC2CCCc3ccccc32)sc(C(N)=O)c1C (stereo not drawn) | ? | . |
| O=C(Nc1ccc(Br)cc1)C1C2C=CC3(O2)C1C(=O)N(CCN1CCCCC1)C3C(=O)NC1CCCCC1 (stereo not drawn) | ? | . |
| Cn1ccnc1SCC(=O)c1ccc(Br)cc1 | ? | . |
| O=C(COC(=O)CCCN1C(=O)c2ccccc2C1=O)Nc1ncc(Cl)cc1Cl | ? | . |
| NC(=O)c1cc(N=Nc2c(N)[nH]n(-c3c(Cl)cc(Cl)cc3Cl)c2=O)ccc1Cl | 4.6% | 1.7 |
| NC(=O)c1ccc(NC(=O)c2cncn2-c2ccccc2)cc1 | ? | . |
| Cc1onc(-c2ccccc2)c1C(=O)OCc1nnc(-c2ccccc2)o1 | ? | . |
| COc1ccc2c(c1)sc(=N)n2C | 4.4% | 11.8 |
| COc1ccc(-c2nc(-c3cccc(C)c3)nc(N3CCN(C)CC3)c2C#N)cc1 | -2.9% | 19.7 |
| CCC(C)n1c(SCC(=O)Nc2ccccc2C(F)(F)F)nc2ccsc2c1=O (stereo not drawn) | -12.5% | -29.7 |
| CNC(=O)CCCN1C(=O)c2ccccc2Sc2ncccc21 | -3.9% | 13.6 |
| CCN1CCN(CCCNC(=O)c2ccc3c(Cl)c4c(nc3c2)CCCC4)CC1 | ? | . |
| COc1cc(C2CC(=O)N3CN(Cc4ccccc4)CSC3=C2C#N)ccc1OCc1ccccc1 (stereo not drawn) | ? | . |
| COc1ccc(C(=O)Nc2cc(C)c3c(=O)oc4ccccc4c3n2)cc1 | ? | . |
| Cc1ccc(S(=O)(=O)Oc2ccc(N3C(=O)C4C5CCC(C5)C4C3=O)cc2)cc1 (stereo not drawn) | ? | . |
| COc1ccc(CCN(C)C2CCCN(S(=O)(=O)c3ccccc3)C2)cc1OC (stereo not drawn) | ? | . |
| Cc1nc(CNS(=O)(=O)c2ccc3c(c2)OCCO3)cs1 | ? | . |
| CC(C)(C)C(=O)NC(=S)Nc1ccccc1F | 10.0% | -9.0 |
| Brc1ccc2oc(-c3ccn[nH]3)cc2c1 | 2.0% | 3.1 |
| CC(=O)CSc1nc(-c2ccccc2)c(-c2ccccc2)o1 | 12.4% | -8.9 |
| Cc1c(C)c2ccc(OCC(=O)NC3CCN(Cc4ccccc4)CC3)c(C)c2oc1=O | ? | . |
| CCCCc1cc(=O)oc2cc(OCC(=O)N3CCC(C(N)=O)CC3)ccc12 | 14.9% | -15.4 |
| O=C(CCN1C(=O)C2CCCCC2C1=O)Nc1ccc(OC(F)F)cc1 (stereo not drawn) | 25.9% | -25.0 |
| O=P(O)(OCc1ccccc1)OCc1ccccc1 | 5.4% | 4.2 |
| c1ccc2c(c1)OCC(c1nnc3sc(-c4ccc5c(c4)OCO5)nn13)O2 (stereo not drawn) | ? | . |
| CCOc1ccc(NC(=O)c2ccc(Br)o2)c([N+](=O)[O-])c1 | ? | . |
| COc1ccc(-c2cc(C(F)F)n3ncc(C(=O)N4CCN5CCCC5C4)c3n2)cc1 (stereo not drawn) | ? | . |
| NS(=O)(=O)c1ccc(CCNC(=O)COC(=O)C2CCCN2C(=O)c2cccs2)cc1 (stereo not drawn) | ? | . |
| NC(=O)c1nc(-c2cccs2)nc2c1[nH]c(=O)n2-c1ccc(F)cc1 | 16.4%[9.22 µM] | -1.5 |
| CCOC(=O)C1CCN(C(c2cccc(OC)c2)c2sc3nc(C)nn3c2O)CC1 (stereo not drawn) | i | . |
| O=C(Nn1cnnc1)c1ccc(Cl)c(Cl)c1 | -21.1% | 0.3 |
| CCOC(=O)c1c(C)oc2c1c1c(c3ccccc32)OCN(Cc2ccccn2)C1 | 6.4% | -5.2 |
| COc1cc(OC)cc(C(=O)NCCCNC(=O)c2cccnc2)c1 | ? | . |
| Cc1ccc(CC(=O)Nc2cccc(C)n2)cc1 | i | . |
| O=C(CSc1cc(Cl)ccc1Cl)NCCCn1ccnc1 | ? | . |
| CCn1c(=O)c(=O)[nH]c2cc(C(=O)NC3CCCC3)ccc21 | ? | . |

Other results follow.
| compound | Lipid storage S3 | Lipid storage S3 cell count max |
| --- | --- | --- |
| COc1ccccc1C1C2=C(N=c3s/c(=C/c4cccc(OCC(=O)O)c4)c(=O)n31)c1ccccc1CC2 (stereo not drawn) | ? | . |
| COCCNC(=S)N/N=C(\C)c1cccc(C(F)(F)F)c1 | i | -0.5 |
| CCCNC(=O)NC(=O)COc1ccc2oc3ccccc3c2c1 | ? | . |
| COC(=O)C(C)NC(=O)CNS(=O)(=O)c1ccc(F)cc1 (stereo not drawn) | -1.5% | 14.0 |
| COc1ccc(/C=N/n2c(SC)nnc(C(C)(C)C)c2=O)c(OC)c1 | -5.7% | -16.2 |
| Cc1cc(=O)oc(C)c1C(=O)N1CCN(C(c2ccccc2)c2ccccc2)CC1 | ? | . |
| Clc1ccc(-c2c(C3=NCCCN3)nnn2-c2ccc(Cl)cc2)cc1 | 1.0% | 2.4 |
| NC(=O)c1cc([N+](=O)[O-])ccc1NCCN1C(=O)c2ccc(C(=O)O)cc2C1=O | ? | . |
| O=C(CCC(=O)c1cccs1)Nc1ncccc1O | ? | . |
| C/C(=C\C(=O)c1sccc1Cl)N(C)C | ? | . |
| COc1nsnc1N1CCOCC1 | ? | . |
| O=S(=O)(Nc1cccnc1)c1cc(Cl)ccc1Cl | 16.9% | -0.2 |

Source: PubChem

Some of the compounds tested; rates above refer to the full screens.
